# IL1B secr inh = blocks inflammasome-driven IL-1 beta release. THP-1 LPS/ATP IL-1B secretion, AlphaLISA, 16 h; active compounds read low. activity change, % at 57.5 µM. hit rate 4.7% among 360,000. AID 743279; in the data active means activity change below about -50%; inconclusive means mostly about -30% to -49%; further: on the % scale 0 is the no-effect control and ±100 the full control effect
#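 THP-1 cells pretreated 1 hr with compounds (up to 57.5 uM final), then stimulated with LPS (250 ng/mL final) plus ATP (1.25 mM final); secreted IL-1B measured by AlphaLISA after 16 hr, decreased signal indicating inhibition.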
# HT1080NT lethal = kills 2HG-producing HT-1080-NT fibrosarcoma cells; Potency, µM (doses to about 46.1 µM), without a hit: at the top dose activity, negative = less viability, hits mostly cytotoxic; HT-1080-NT fibrosarcoma viability, CellTiter-Glo ATP luminescence, 48 h; hit rate 1.6% among 360,000;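 further: NT is the 2HG producing partner of a matched IDH1 knockdown line; potency means the concentration at half of the fitted maximal effect; 0% = DMSO-treated cells and -100% = media-only wells without cells; nearly all actives have a fitted effect of over 55% in size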
#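 Viability by CellTiter-Glo luminescence after 48 h compound exposure at 37C of HT-1080-NT cells (750/well, RPMI, 5% FBS). % activity scaled between DMSO wells and medium-only wells, then curve-fitted and categorized by curve class.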
# HT1080 IDH1KD tx = HT-1080 IDH1 knockdown cell toxicity (counter line); Potency, µM (series often up to 46.1 µM), inactives show at the top dose activity, negative = toxicity, actives largely listed as cytotoxic; hit rate 2% among 360,000; HT-1080 IDH1 knockdown viability, ATP luminescence, 48 h;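 further: potency means the concentration at half of the fitted maximal effect; 0% = DMSO wells and -100% = cell-free medium wells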
#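 HT-1080-IDH1KD cells (IDH1 knocked down), 750/well in RPMI with 5% FBS, treated with compound 48 h at 37 degrees C. Viability by CellTiter-Glo luminescence, normalised to DMSO and no-cell wells; concentration-response curves classed.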
# DRD3 agonist = agonists of human D3 dopamine receptor; hit rate 0.58% among 410,000; max activation, %; D3R DiscoveRx beta-arrestin cells, luminescence, 90 min; P35462; in the data active means max activation above about 30%; further: 0% is about no effect; mostly tested at two doses, the higher about 12 µM
# Target sequence (P35462 whole entry, looked up): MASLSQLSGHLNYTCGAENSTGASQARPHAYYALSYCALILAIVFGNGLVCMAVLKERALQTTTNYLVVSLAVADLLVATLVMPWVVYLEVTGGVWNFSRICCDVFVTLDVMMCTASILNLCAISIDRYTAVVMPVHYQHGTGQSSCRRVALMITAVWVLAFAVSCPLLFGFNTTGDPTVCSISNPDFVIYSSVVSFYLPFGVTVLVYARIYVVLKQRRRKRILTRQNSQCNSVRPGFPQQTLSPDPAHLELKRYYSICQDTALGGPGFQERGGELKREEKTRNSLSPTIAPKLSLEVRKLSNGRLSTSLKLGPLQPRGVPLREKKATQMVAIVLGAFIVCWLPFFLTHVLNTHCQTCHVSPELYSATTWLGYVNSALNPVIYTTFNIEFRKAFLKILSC
#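 Cells at 1500/well, incubated overnight, then treated with pinned compounds (dopamine as control) for 90 min at 37 degrees C. DiscoveRx reagent added for 30 - 60 minutes at room temperature; luminescence read.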
# MCF10A rereplic = inducers of DNA re-replication in MCF 10A breast cells; MCF 10A DNA re-replication, Hoechst nuclear intensity, 48 h; Potency, µM (doses to about 46.1 µM), without a hit: at the top dose activity, positive = re-replication, usual class: activators; hit rate 2.9% among 350,000; AID 624296; further: potency means the concentration at half of the fitted maximal effect; % of control where 0% means no effect; nearly all actives have a fitted effect of over 50% in size
# SW480 rereplic = inducers of DNA re-replication in SW480 colon cancer cells | SW480 DNA re-replication, Hoechst DNA content imaging, 48 h | hit rate 1.8% among 340,000 | AID 624297 | Potency, µM (series often up to 46.1 µM), for inactives: at the top dose re-replication activation, usual class: activators; further: potency means the concentration at half of the fitted maximal effect; % of control where 0% means no effect; nearly all actives have a fitted effect of over 55% in size
#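 Per well, 250 cells were exposed to pinned compound for 48 hr. Nuclear DNA was visualised with Hoechst (40 min, 37 C) and total object intensity recorded by fluorescence scanning.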
# GLP1R cytotox = cytotoxic in the GLP-1 receptor inverse agonist counter-screen | HEK293 cAMP-luciferase reporter cells, luminescence, 24 h | Potency, µM (doses to about 38.3 µM), for inactives: at the highest dose activity change, negative = inhibition, hits mostly inhibitors | hit rate 0.13% among 410,000 | AID 624418;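 further: loss of luciferase light is scored as toxicity; potency means the concentration at half of the fitted maximal effect; on the % scale 0 is the no-effect control and ±100 the full control effect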
#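 Step one: seed cells (200 cells/uL, DMEM with 10% Nu serum, 1% pen-strep). Step two: 12-hour incubation at 37 deg C. Step three: pin 23 nL compound, incubate 24 hr. Step four: add luciferase reagent, read luminescence 12 min later.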
# KB-3-1 tox = kills parental KB-3-1 adenocarcinoma cells; KB-3-1 viability, CellTiter-Glo ATP luminescence, 72 h; AID 1347075; hit rate 1.4% among 400,000; Potency, µM (doses to about 46.1 µM), inactives show at the highest dose activity change, negative = cytotoxic, hits mostly cytotoxic; further: potency means the concentration at half of the fitted maximal effect; on the % scale 0 is the no-effect control and ±100 the full control effect; nearly all actives have a fitted effect of over 60% in size
#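 Parental KB-3-1 adenocarcinoma cells in phenol-red-free DMEM with 10% FBS were pin-treated with compounds at several concentrations, incubated 72 h at 37 °C, and viability read by CellTiter-Glo luminescence; concentration-effect curves were fitted after normalization.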
# KB-V1 MDR tox = kills drug-selected multidrug resistant KB-V1 cells | KB-V1 MDR cells viability, CellTiter-Glo, 72 h | Potency, µM (doses to about 46.1 µM), for inactives: at the highest dose activity change, negative = cytotoxicity, most hits filed as cytotoxic | hit rate 3.4% among 400,000; further: potency means the concentration at half of the fitted maximal effect; on the % scale 0 is the no-effect control and ±100 the full control effect; nearly all actives have a fitted effect of over 60% in size
#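 Drug-selected KB-V1 cells, grown in DMEM lacking phenol red with 10% FBS, receive compound titrations; after three days at 37 degrees C, surviving cell ATP is quantified by CellTiter-Glo luminescence and responses normalized and curve-fitted.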
# * marks the source's active call; other numbers are inactive results; ? = inconclusive; / = no result given; & = joins results of further samples; [ ] = remark or other dose. Unless noted, the call rests on the fitted dose curve; in most records, active means well fitted curve in the direction sought with a large enough effect; inconclusive means small, poorly fitted or top-dose-only effect, or another doubt; inactive means no such curve, though single readings can be large; an effect the other way counts as inactive or inconclusive.
SMILES,IL1B secr inh,HT1080NT lethal,HT1080 IDH1KD tx,DRD3 agonist,MCF10A rereplic,SW480 rereplic,GLP1R cytotox,KB-3-1 tox,KB-V1 MDR tox
CCc1ccc(NC(=O)C2CCN(S(=O)(=O)c3ccc4c(c3)NC(=O)C(C)S4)CC2)cc1 (configuration not stated),-10,?,-26%,6,3%,-2%,-12%,-12%,?
CN1CCCN(C(=O)c2c(F)cccc2Cl)CC1,-2,0%,0%,-5,6%,-19%,7%,11%,0%
CCOC(=O)c1nn(-c2ccccc2)c(=O)c(C#N)c1C,-15,18%,17%,-4,9%,0%,14%,3%,?
Cc1cccc2cc3c(NC(=O)c4ccccn4)nn(C)c3nc12,37,?,?,6,8.2µM*,?,56%[activator],-6%,3%
O=C(NCc1ccccc1)c1cccc(COc2ccccc2Cl)c1,-63*,-19%,-22%,-1,?,1%,3%,-5%,?
Nc1ccc(NC(=O)c2cccs2)cc1,4,5%,-18%,1,-7%,0%,3%,7%,23%
CC(NC(=O)C1CCC(CNC(=O)[C@@H]2Cc3ccccc3CN2)CC1)c1ccccc1 (some centres not stated),2,3%,-12%,-1,0%,-2%,-2%,8%,6%
Cc1ccc(S(=O)(=O)c2[nH]c(-c3ccccc3)nc2SCCC(=O)O)cc1,/,/,/,3,/,/,7%,4%,13%
Cc1ccc(NC(=O)/C(Cl)=C\c2ccccc2)cc1,-17,-9%,-3%,-10,3%,-4%,4%,0%,5%
Cc1ccc(C2CC(=O)C=C(NCC(C)C)C2)cc1 (configuration not stated),-22,-1%,-5%,3,?,-12%,-17%,?,?
O=C(CN1CCC(NC(=O)c2ccccc2F)CC1)Nc1ccc2c(c1)OCCO2,-4,9%,10%,-1,1%,-118%[inhibitor],4%,2%,-1%
COC(=O)/C(C#N)=C/c1c(-c2ccccc2)nc2n1CCS2,0,18%,22%,5,13%,2%,-8%,20%,20%
CC(C)C(NC(=O)OCc1ccccc1)C(=O)OCC(=O)NCc1ccco1 (configuration not stated),8,4%,2%[9.24 µM],9,-3%,-3%,6%,10%,-22%
COc1ccccc1NS(=O)(=O)c1ccc(C)c(NC(=O)NCCCl)c1,31,0%,5%,-3,3%,?,-1%,-3%,16%
Cc1cccc(Cc2nnc(CCC(=O)NCc3cn4ccccc4n3)o2)c1,10,19%,17%,6,0%,-2%,0%,3%,0%
O=C(CCSCc1cccc(Cl)c1)NCCc1ccc(Cl)cc1,-21,10%,7%,-5&-6,?,-3%,-5%&-17%,15%,5%
COc1ccc(Nc2nc(C)cc(-c3cc(-c4ccccc4)on3)n2)cc1,42,18%,10%,52*,10%,-6%,5%,7%,-10%
O=C(Cc1ccc(F)cc1)N/N=C/c1ccc2c(c1)OCO2,1,-3%,-7%,1,12%,4%,-9%,12%,4%
Nc1ccc2c(Cl)cc(Cl)cc2c1,-22,-5%,-11%,-1,/,/,1%,-5%,16%
CN1OC[C@@H]2CN(C(=O)CCc3ccccc3)[C@H](c3cccc(Oc4ccccc4)c3)C[C@@H]21,-13,-1%,-4%,13,7%,9%,-1%,0%,0%

# Random excerpt: six records from the list
SMILES,IL1B secr inh,HT1080NT lethal,HT1080 IDH1KD tx,DRD3 agonist,MCF10A rereplic,SW480 rereplic,GLP1R cytotox,KB-3-1 tox,KB-V1 MDR tox
Nc1ccc(NC(=O)c2cccs2)cc1,4,5%,-18%,1,-7%,0%,3%,7%,23%
CC(NC(=O)C1CCC(CNC(=O)[C@@H]2Cc3ccccc3CN2)CC1)c1ccccc1 (some centres not stated),2,3%,-12%,-1,0%,-2%,-2%,8%,6%
CCc1ccc(NC(=O)C2CCN(S(=O)(=O)c3ccc4c(c3)NC(=O)C(C)S4)CC2)cc1 (configuration not stated),-10,?,-26%,6,3%,-2%,-12%,-12%,?
Cc1ccc(S(=O)(=O)c2[nH]c(-c3ccccc3)nc2SCCC(=O)O)cc1,/,/,/,3,/,/,7%,4%,13%
Cc1cccc(Cc2nnc(CCC(=O)NCc3cn4ccccc4n3)o2)c1,10,19%,17%,6,0%,-2%,0%,3%,0%
O=C(CCSCc1cccc(Cl)c1)NCCc1ccc(Cl)cc1,-21,10%,7%,-5&-6,?,-3%,-5%&-17%,15%,5%

# The listing picks up, repeating the 2 entries before the break.
SMILES,IL1B secr inh,HT1080NT lethal,HT1080 IDH1KD tx,DRD3 agonist,MCF10A rereplic,SW480 rereplic,GLP1R cytotox,KB-3-1 tox,KB-V1 MDR tox
Nc1ccc2c(Cl)cc(Cl)cc2c1,-22,-5%,-11%,-1,/,/,1%,-5%,16%
CN1OC[C@@H]2CN(C(=O)CCc3ccccc3)[C@H](c3cccc(Oc4ccccc4)c3)C[C@@H]21,-13,-1%,-4%,13,7%,9%,-1%,0%,0%
CCN1C(=O)[C@@H]2[C@@H](c3ccc(-c4ccc5c(c4)OCO5)cc3)N3CCCC[C@@]3(C(=O)OC)[C@@H]2C1=O,-3,0%,3%,2,3%,20%,10%,-1%,-8%
O=C(CCc1ccccc1)NNC(=O)c1cc(Cl)ccc1O,74,-25%,?,21,4%,?,-12%,?,-3%
COc1cccc(NC(=O)Cc2c(C(=O)O)[nH]c3ccccc23)c1,17,4%,?,-5,-4%,2%,17%,-2%,-3%
COc1cc2[nH]c(C(=O)NCCc3ccccc3)cc2c(OC)c1OC,?,23%,16%,-15,11%,-7%,-3%,0%,?
CCN(CC)S(=O)(=O)c1ccc(C(=O)NC(=S)N2CCN(c3ccccc3O)CC2)cc1,-20,-7%,-16%,3,/,/,-19%,0%,?
CC(=O)N1CC(=O)N(CC(=O)Nc2ccc(Br)cc2)C1=S,-9,14%,11%,-7,1%,-12%,0%,4%,14%
COc1cc(OC)c(OC)cc1CN1CCN(Cc2ccco2)CC1,-9,13%,4%,1,9%,-6%,-5%,-7%,?
CN(C)C(CNC(=O)c1cc(Br)c(Br)s1)c1ccco1 (configuration not stated),?,?,0%,11,/,/,-2%,-1%,11%
CNc1ccc(Br)cc(C(=O)/C=C/c2cccc(OC)c2OC)c1=O,-12,6%,5%,-2,1%,-19%,0%,1%,5%
CCn1c(SCC(=O)Nc2cc(C)on2)nnc1-c1ccc(S(=O)(=O)N2CCCC2)cc1,10,9%,11%,0,1%,-4%,-7%,-3%,-8%
Cc1ccc(CN2C(=O)C(Cc3ccccc3)Nc3ncnc(N4CCN(c5ccccc5)CC4)c32)cc1 (configuration not stated),-17,-6%,-2%,-65,-4%,-4%,4%,0%,?
CC(=O)Nc1ccccc1Nc1cc(C#N)c(C#N)cc1[N+](=O)[O-],63,-1%,9%,4,-182%[0.0737 µM],?,-21%,-3%,?
CCc1nc2c(OCc3cc(Cl)cc(Cl)c3)cccn2c1N(C)C(=O)c1ccc(OC)cc1,?,?,?,-11,/,/,-7%,0%,?
NC(CCC(=O)O)C12CC3CC(CC(C3)C1)C2 (configuration not stated),3,0%,-3%,2,-3%,8%,-1%,-29%,-1%
O=C1C=C(c2cccc(Cl)c2)C[C@@H](c2ccc(Cl)cc2)C1,0,14%,11%,1,9%,5%,5%,-18%,-11%
O=C(NCc1ccc(F)cc1)N[C@@H](Cc1ccccc1)C(=O)O,0,3%[9.24 µM],-1%,-10,5%,2%,-14%,-6%,4%
NCCCC[C@H](N)c1nnc([C@H](CC(=O)O)NC(=O)C2CCNCC2)o1,24,-9%,2%,2,-9%,-7%,?,10%,-4%
COc1ccccc1-n1c(SCC(=O)N2CCOCC2)nc(O)cc1=O,14,7%,-8%,-1,-1%,-9%,0%,28%,4%
CS(=O)c1ccccc1O (configuration not stated),26,24%,21%,3,4%,-6%,5%,-6%,-7%
CS(=O)(=O)N1N=C(c2cccs2)CC1c1ccccc1 (configuration not stated),-20,-1%,6%,-11,5%,0%,-6%,-1%,-11%
COc1ccccc1NC(=O)C1CCCN1C(=O)NC1CCCCC1 (configuration not stated),18,10%,12%,-8,-2%,-11%,0%,7%,-3%
CN1CCN(NS(=O)(=O)c2ccc(Cl)cc2)CC1,-5,4%,12%,-4,-2%,-5%,-5%,16%,0%
Cc1cccc(/C=N\Nc2cn[nH]c(=O)c2Cl)c1,-3,-10%,?,-3,23%,1%,3%,9%,4.1µM*
NC(=O)C1(c2ccccc2)CCCN1C(=O)c1ccc(Br)cc1 (configuration not stated),12,18%,0%,1,1%,1%,0%[7.66 µM],-21%,?
O=C(CCCSc1nc2ccccc2c(=O)[nH]1)c1ccc(F)cc1,0,-6%,-15%,4,1%,-1%,9%,0%,?
COc1cc(NC(=O)c2cc(-c3cccc(Cl)c3)on2)c(OC)cc1Cl,/,/,/,-3,/,/,-9%,-5%,0%
CCCCN(C=O)c1c(CC)nc2ccc(C(=O)N3CCN(C)CC3)cn12,29,27%,4%,3,/,/,-3%,0%,5%
CN(C)c1cccc(C(=O)NNC(=S)NC2CCCC2)c1,-4,1%,4%,-4,-2%,-29%,-6%,-5%,17%
O=C(CCNC(=O)c1ccc(Br)cc1)Nc1ccc(S(=O)(=O)N2CCOCC2)cc1,0,-11%,5%,-12,4%,-13%,-2%,4%,0%
O=C(c1cc(Cl)ccc1Cl)N1CCOCC1,9,-1%,-3%[9.24 µM],2,-3%,-3%,-12%,-2%,-3%
Cc1ccnn1CCC(=O)O,4,?,15%,-8,1%,-8%,-1%,11%,10%

# Source: PubChem BioAssay (National Center for Advancing Translational Sciences (NCATS))
